Nrf2 ARE act: activates Nrf2 signaling | AREc32 ARE-luciferase reporter (MCF7-derived line), luminescence, 24 h | Potency, µM (doses to about 46.1 µM), for the others: top-dose activation, most hits filed as activators | actives 0.31% (n = 410,000) | AID 624171; also: potency is read from the fitted curve at half-maximal effect; % of control where 0% means no effect; nearly all actives have a fitted effect of over 65% in size
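Cells of the AREc32 ARE-luciferase line are plated in OPTI-MEM containing 5% FBS and left overnight at 37 deg C. Compounds are pinned in, incubation continues 24 hr, and firefly luciferase signal is then measured.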
EPAC2 agonist: agonists of human EPAC2 (RAPGEF4); actives 0.079% (n = 360,000); AID 720711; Potency, µM (top dose mostly 154 µM), inactives show top-dose activation, hits mostly activators; EPAC2 activation, biochemical qHTS; response scale: 100% = 6.5 mM cAMP response; also: potency is read from the fitted curve at half-maximal effect; nearly all actives have a fitted effect of over 50% in size
Target sequence (Q8WZA2 whole entry, looked up): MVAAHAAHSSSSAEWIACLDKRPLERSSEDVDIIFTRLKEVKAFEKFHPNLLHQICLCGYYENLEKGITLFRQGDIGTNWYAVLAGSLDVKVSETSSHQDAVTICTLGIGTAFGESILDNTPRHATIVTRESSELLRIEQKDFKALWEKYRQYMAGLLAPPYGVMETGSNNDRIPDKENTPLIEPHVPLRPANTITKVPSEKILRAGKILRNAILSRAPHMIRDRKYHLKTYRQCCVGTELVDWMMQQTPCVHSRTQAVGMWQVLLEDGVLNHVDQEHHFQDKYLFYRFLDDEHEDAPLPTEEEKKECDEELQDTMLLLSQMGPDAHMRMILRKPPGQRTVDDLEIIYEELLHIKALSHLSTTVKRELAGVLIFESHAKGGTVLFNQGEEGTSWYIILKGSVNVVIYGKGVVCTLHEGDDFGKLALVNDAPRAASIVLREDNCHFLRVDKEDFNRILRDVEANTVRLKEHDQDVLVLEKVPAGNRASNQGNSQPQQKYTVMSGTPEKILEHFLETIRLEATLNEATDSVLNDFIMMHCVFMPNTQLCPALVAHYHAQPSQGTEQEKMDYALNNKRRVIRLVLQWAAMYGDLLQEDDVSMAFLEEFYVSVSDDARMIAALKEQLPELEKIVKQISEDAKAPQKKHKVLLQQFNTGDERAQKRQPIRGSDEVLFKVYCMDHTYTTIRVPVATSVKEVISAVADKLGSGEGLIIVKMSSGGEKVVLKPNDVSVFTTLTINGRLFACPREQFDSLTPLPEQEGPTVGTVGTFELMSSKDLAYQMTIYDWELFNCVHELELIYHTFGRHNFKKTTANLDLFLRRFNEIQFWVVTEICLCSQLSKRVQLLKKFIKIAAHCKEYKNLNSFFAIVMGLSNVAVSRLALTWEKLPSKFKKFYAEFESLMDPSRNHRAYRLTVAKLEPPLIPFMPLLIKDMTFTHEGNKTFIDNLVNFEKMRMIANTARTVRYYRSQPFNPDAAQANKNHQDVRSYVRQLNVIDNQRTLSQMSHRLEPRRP
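In this primary screen, activation is scored as increased exchange of BODIPY-GDP from Rap1B by 100 nM EPAC2, with 50 uM GDP as competitor. Signal is normalized to the 6.5 mM cAMP agonist control.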
ATXN2 expr inh: inhibitors of ATXN2 expression; HEK-293 ATXN2-luciferase reporter, luminescence, 24 h; Potency, µM (top dose mostly 57 µM), for the others: top-dose activity change, negative = inhibition, usual class: inhibitors; actives 0.72% (n = 360,000); AID 1745845; also: potency is read from the fitted curve at half-maximal effect; % is scaled to controls: 0 for no effect and ±100 for the full control effect; nearly all actives have a fitted effect of over 55% in size
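qHTS (up to 57 uM final) was run with 24 h compound exposure of reporter cells at 37 °C. Each well was multiplexed: SteadyGlo luminescence measured ATXN2-luciferase expression after a fluorogenic Gly-Phe-AFC viability readout (25 uM final).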
TGFb inhibitor: blocks TGF-b signaling | actives 1.2% (n = 410,000) | HepG2 CAGA-GFP TGF-b/SMAD3 reporter, GFP fluorescence, 18 h; TGF-beta stimulated, 500 pg/mL final | Potency, µM (top dose mostly 46.1 µM), for inactives: top-dose activity, negative = inhibition, most hits filed as inhibitors; also: potency is read from the fitted curve at half-maximal effect; % is scaled to controls: 0 for no effect and ±100 for the full control effect; nearly all actives have a fitted effect of over 65% in size
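Inhibition was scored as loss of TGF-beta-induced (500 pg/mL final, 18 hours, 37 degrees C) GFP in HEPG2 cells carrying a CAGA-GFP reporter, in DMEM with 1% FBS. Well GFP was summed per cell; Activity was normalised to unstimulated and stimulated DMSO wells, then concentration-response fitting.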
A549 tox: A549 cytotoxicity, counter-screen for Nrf2 inhibitors; A549 ARE-Fluc cells, CellTiter-Fluor viability, 18-24 h; Potency, µM (top dose mostly 46 µM), for the others: at the highest dose activity change, negative = cytotoxicity, most hits filed as inhibitors; actives 0.16% (n = 390,000); AID 504648; also: potency is read from the fitted curve at half-maximal effect; % is scaled to controls: 0 for no effect and ±100 for the full control effect
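Cytotoxicity counterscreen: CellTiter-Fluor fluorescence was measured in A549 ARE_Fluc cells after 18-24 h of compound exposure in a concentration series. The subsequent BugLite luminescent read reports ARE-luciferase activity.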
IL-2 act: activators of IL-2; IL-2 activation reporter assay, cell-based qHTS; stimulated with anti-CD3/CD4/CD28 beads; in transgenic mouse T cells; activation, % (series mostly up to about 46 µM); actives 0.065% (n = 360,000); AID 652025; in the data active = activation above about 50%; inconclusive = mostly about 30% to 49%; also: 0% is about no effect
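First, unstimulated transgenic mouse T cells were exposed to compound for 60 min. Next, anti-CD3/anti-CD4-coated beads with anti-CD28 were added. Finally, after 18 h at 37 degrees C, EGFP and DsRed were imaged.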
HepG2 viability: HepG2 cytotoxicity, counter-screen for TGF-b inhibitors; HepG2 CAGA-GFP viability, ATP luminescence, 18 h; Potency, µM (highest dose often 46.1 µM), for inactives: top-dose activity change, negative = cytotoxicity, usual class: cytotoxic; actives 0.76% (n = 410,000); AID 588856; also: potency is read from the fitted curve at half-maximal effect; some results filed as inactive show a strong effect at the top dose
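CellTiter-Glo luminescence gave cytotoxicity after 18 hours at 37 degrees C. The cells were HepG2 CAGA-GFP in 1% FBS DMEM, stimulated with 500 pg/mL TGF-beta after compound addition. %Activity was normalised to no-cell wells (complete cell-killing) and DMSO (no toxicity), and curves were fitted and classified.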
Nrf2 inh: blocks Nrf2 signaling; A549 ARE-Fluc reporter, luciferase luminescence, 18-24 h; Potency, µM (highest dose often 46 µM), for inactives: at the highest dose activity change, negative = inhibition, hits mostly inhibitors; actives 2.1% (n = 360,000); also: potency is read from the fitted curve at half-maximal effect; % is scaled to controls: 0 for no effect and ±100 for the full control effect; nearly all actives have a fitted effect of over 60% in size
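Two sequential reads on A549 ARE_Fluc cells exposed to compound for 18-24 h: a CellTiter-Fluor fluorescence read for viability, then a luciferase luminescence read for Nrf2/ARE activity.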
S2 tox: viability counter-screen for ATXN expression inhibitors. S2 cells (HEK-293 line with an ATXN2-luciferase reporter) viability, CellTiter-Fluor protease fluorescence, 24 h. Potency, µM (titrated, usually from 56.7 µM), hits mostly cytotoxic. actives 0.49% (n = 400,000). AID 651635; also: potency is read from the fitted curve at half-maximal effect; nearly all actives have a fitted effect of over 40% in size
* marks the source's active call; other numbers are inactive results; i = inactive; ? = inconclusive; · = no result given; [ ] = remark or other dose. Unless noted, calls follow the shape of the dose curve; as a rule, active = well fitted curve in the direction sought with a large enough effect; inconclusive = small, poorly fitted or top-dose-only effect, or another doubt; inactive = no such curve, though single readings can be large; an effect the other way counts as inactive or inconclusive.

1. COc1cc(OC)nc(-n2ncc(OC)c(Br)c2=O)n1
2. CC1=NN(C(=O)c2ccc(Cn3nc(C)c([N+](=O)[O-])c3C)o2)C(O)(C(F)(F)F)C1 (stereo not drawn)
3. Cc1ccc(S(=O)(=O)N2C[C@H]3C(=O)C[C@@H](c4ccccc4)N(S(=O)(=O)c4ccc(C)cc4)[C@H]3C[C@H]2c2ccccc2)cc1
4. CCOc1ccccc1NC(=O)C1CCN(S(=O)(=O)Cc2ccccc2)CC1
5. CCCSc1nc2sc3c(c2c(=O)n1-c1ccc(OC)cc1)CCN(C)C3
6. CS(=O)(=O)c1ccc2nc(NC(=O)Cc3ccccc3)sc2c1

entry no.	1	2	3	4	5	6
Nrf2 ARE act	9.2%	0.6%	-0.6%	-0.2%	-0.2%	0.0%
EPAC2 agonist	4%	4%	-3%	·	9%	7%
ATXN2 expr inh	8%	-8%	2%	11%	-18%	7%
TGFb inhibitor	-12%	-1%	6%	-22%	0%	-24%
A549 tox	-16%	-9%	·	-1%	-13%	-4%
IL-2 act	-5.1	0.1	-2.1	·	1.5	-3.6
HepG2 viability	-2%	3%	5%	-23%	-25%	-19%
Nrf2 inh	-2%	?	·	23µM*	?	12%
S2 tox	i	i	i	i	i	i

7. COc1ccc(Nc2c(-c3ccc(C)cc3)nc3cnccn23)cc1
8. CCSc1nnc(NC(=O)c2ccc(C)o2)s1
9. COc1ccc2[nH]c3c(c2c1)CCN1C(=O)C(CC(=O)NCCc2ccccn2)C[C@H](C(=O)N2CCOCC2)[C@@]31C (stereo partly drawn)
10. COc1ccc(-c2cn[nH]c2-c2ccc(OCc3ccccc3)cc2O)cc1OC
11. CNC(=O)CSc1nnc(-c2cccs2)o1
12. S=c1[nH]nc(C2CCCCC2)n1/N=C/c1ccccc1Br

entry no.	7	8	9	10	11	12
Nrf2 ARE act	4.3%	2.0%	-0.8%	5.4%	-0.3%	1.3%
EPAC2 agonist	3%	-13%	5%	-4%	-1%	17%
ATXN2 expr inh	·	3%	6%	-26%	-10%	-38%
TGFb inhibitor	?	-10%	-19%	?	16%	-4%
A549 tox	-1%	-1%	1%	-2%	-14%	-1%
IL-2 act	0.4	1.3	-0.3	-2.2	2.4	-0.2
HepG2 viability	-14%	-1%	-5%	-54%	0%	-8%
Nrf2 inh	0%	19%	0%	?	?	-12%
S2 tox	i	i	i	?	i	i

13. CCNC(=O)C1(C)CCN(Cc2ccccc2C#N)C1 (stereo not drawn)
14. CCCc1nnc(NC(=O)c2cccnc2)s1
15. Cc1ccc(OCCN2CCNCC2)c([N+](=O)[O-])c1
16. CC(=O)CCC(=O)N1CCCC(N2CCN(c3cccc(Cl)c3)CC2)C1 (stereo not drawn)
17. Cc1cccc(-c2nc3c4ccccc4nc(N4CCN(c5cc(C)ccc5C)CC4)n3n2)c1
18. O=C1CCCCC1Oc1ccc2ccc(=O)oc2c1 (stereo not drawn)

entry no.	13	14	15	16	17	18
Nrf2 ARE act	-0.6%[9.22 µM]	-0.6%	-0.4%	-0.8%	2.9%	0.3%
EPAC2 agonist	3%	7%	10%	2%	·	8%
ATXN2 expr inh	3%	·	8%	5%	·	3%
TGFb inhibitor	20%	9%	-11%	-13%	-4%	11%
A549 tox	·	18%	4%	-3%	-2%	-1%
IL-2 act	0.0	-0.9	0.0	-1.7	·	-1.5
HepG2 viability	-3%	156%	-9%	-1%	-20%	-1%
Nrf2 inh	·	10%	-1%	2%	?	-9%
S2 tox	i	i	i	i	·	i

19. CCN=c1scc(-c2cccs2)n1/N=C/c1cc(OC)ccc1O
20. CC(C)n1nccc1NC(=O)COC(=O)c1ccc(NC(N)=O)cc1
21. Nc1ccc(N2CCCCC2)c(S(=O)(=O)Nc2ccccc2Cl)c1
22. COc1ccc(C2=NN(C(=O)c3ccco3)C(c3ccco3)C2)cc1OC (stereo not drawn)
23. Cc1cc2nc3n(c2cc1C)CC1CC(C(=O)NCc2ccccc2)N(C)C31 (stereo not drawn)
24. O=C(O)C1CCCCC1C(=O)Nc1ccc(S(=O)(=O)N2CCCC2)cc1 (stereo not drawn)

entry no.	19	20	21	22	23	24
Nrf2 ARE act	5.3%	0.3%	3.5%	5.3%	-0.7%	-0.4%
EPAC2 agonist	19%	13%	8%	4%	0%	5%
ATXN2 expr inh	24%	25%	-6%	-13%	12%	4%
TGFb inhibitor	13µM*	-9%	-22%	-2%	-22%	-1%
A549 tox	-16%	5%	1%	-10%	0%	2%
IL-2 act	-0.5	-0.6	-0.7	7.4	0.2	0.2
HepG2 viability	-43%	-6%	-3%	7%	4%	-7%
Nrf2 inh	10%	3%	-11%	-16%	5%	-3%
S2 tox	i	i	i	i	i	i

3 successive records from above:
19. CCN=c1scc(-c2cccs2)n1/N=C/c1cc(OC)ccc1O
20. CC(C)n1nccc1NC(=O)COC(=O)c1ccc(NC(N)=O)cc1
21. Nc1ccc(N2CCCCC2)c(S(=O)(=O)Nc2ccccc2Cl)c1

entry no.	19	20	21
Nrf2 ARE act	5.3%	0.3%	3.5%
EPAC2 agonist	19%	13%	8%
ATXN2 expr inh	24%	25%	-6%
TGFb inhibitor	13µM*	-9%	-22%
A549 tox	-16%	5%	1%
IL-2 act	-0.5	-0.6	-0.7
HepG2 viability	-43%	-6%	-3%
Nrf2 inh	10%	3%	-11%
S2 tox	i	i	i

Other entries follow:
25. CCS(=O)(=O)CCSC1OC(COC(C)=O)C(OC(C)=O)C(OC(C)=O)C1OC(C)=O (stereo not drawn)
26. CCOC(=O)C1(C)NC(c2ccc(OC)c(OC)c2)C2C(=O)N(CC)C(=O)C21 (stereo not drawn)
27. CSc1oc(-c2cccs2)nc1S(=O)(=O)c1ccc(Br)cc1
28. Nc1c(Cl)ncnc1N/N=C/c1ccc(O)cc1
29. CC(C)CC(OC(=O)c1nsc(Cl)c1Cl)C(=O)NC1CCCC1 (stereo not drawn)
30. Cn1c(=O)c2c(nc(CN3CCOCC3)n2CCc2ccccc2)n(C)c1=O

entry no.	25	26	27	28	29	30
Nrf2 ARE act	0.1%	-0.2%	-1.0%	8.1%	0.6%	0.0%
EPAC2 agonist	0%	-5%	·	3%	5%	4%
ATXN2 expr inh	4%	36%[activator]	-10%	·	-16%	5%
TGFb inhibitor	0%	-7%	4%	-30%	-25%	-4%
A549 tox	1%	-2%	?	-19%	-2%	2%
IL-2 act	-2.4	-2.9	·	-0.1	-2.3	1.4
HepG2 viability	-3%	0%	3%	-23%	3%	4%
Nrf2 inh	-23%	3%	-5%[9.27 µM]	0%	0%	0%
S2 tox	i	?	i	i	i	i

31. O=S(=O)(c1cccc(Cn2nnc(-c3ccc(F)cc3)n2)c1)N1CCOCC1
32. CCc1cc(=O)oc2c(C)c(OC(C)C(=O)NCCCN3CCOCC3)ccc12 (stereo not drawn)
33. CCOc1cc(/C=C/c2nc3ccccc3s2)ccc1OCC(=O)N1CCOCC1
34. Cc1ccc(-n2c(=O)c3c(C)c(C(=O)N(C)C)sc3n(CC(=O)C(C)(C)C)c2=O)cc1C
35. CC(NC(=O)CCCn1cc([N+](=O)[O-])cn1)c1ccccc1 (stereo not drawn)
36. COc1ccc(CNc2ccc(-c3ccccc3OC)nn2)cc1

entry no.	31	32	33	34	35	36
Nrf2 ARE act	3.0%	-0.9%	1.7%	-1.2%	-0.1%	0.0%
EPAC2 agonist	11%	0%	10%	·	9%	3%
ATXN2 expr inh	-24%	10%	?	·	-10%	27%
TGFb inhibitor	-8%	-7%	?	25%	-7%	10%
A549 tox	1%	3%	-3%	-11%	0%	2%
IL-2 act	1.3	-2.4	-2.3	·	-0.9	1.3
HepG2 viability	-3%	-3%	-2%	7%	-4%	2%
Nrf2 inh	?	0%	?	·	6%	-1%
S2 tox	i	i	?	·	i	i

37. Cc1cc(Br)ccc1S(=O)(=O)NCc1ccccc1
38. COc1cc(NC(=S)NC(=O)c2ccc(C)cc2C)ccc1NC(=O)c1cccs1
39. CCN1CCN(C(c2cccs2)C(C)NC(=O)c2cccnc2)CC1 (stereo not drawn)
40. CC(C)(C)OC(=O)C[C@@H]1C/C=C\C[C@@H](CC(=O)N[C@@H](CO)Cc2ccccc2)C(=O)NCCOC1=O
41. Cn1c2ccccc2c2nnc(SCC(=O)NC3CC3)nc21
42. CCOC(=O)c1ccc(N2CCN(c3ccccc3OC)CC2)c(NC(=O)Nc2ccc(CC)cc2)c1

entry no.	37	38	39	40	41	42
Nrf2 ARE act	0.0%	-0.1%	-0.2%	0.5%	-0.5%	0.2%
EPAC2 agonist	11%	-1%	6%	9%	7%	·
ATXN2 expr inh	·	6%	1%	0%	2%	·
TGFb inhibitor	?	-1%	-5%	34%[activator]	25%	1%
A549 tox	-11%	-13%	14%	4%	-11%	13%
IL-2 act	-1.3	-0.1	3.8	0.2	-0.7	·
HepG2 viability	-3%	-28%	-34%	-3%	1%	-3%
Nrf2 inh	-16%	-7%	1%	-5%	-11%	·
S2 tox	i	i	i	i	i	·

43. Cc1ccc2nc(N3CC(=O)Nc4ccccc43)nc(-c3ccccc3)c2c1
44. Cc1ccc2c(=O)cc(C(=O)Nc3ccc(S(=O)(=O)Nc4nc(C)cc(C)n4)cc3)oc2c1
45. CCN(C(=O)COC(=O)c1ccc(OC)c(S(=O)(=O)N(C)Cc2ccccc2)c1)C1CCS(=O)(=O)C1 (stereo not drawn)
46. CCCn1c(SCC(=O)Nc2ccc(OC)cc2[N+](=O)[O-])n[nH]c1=O

entry no.	43	44	45	46
Nrf2 ARE act	3.3%	4.2%	-0.7%	0.3%
EPAC2 agonist	4%	·	6%	8%
ATXN2 expr inh	-18%	-3%	-10%	-1%
TGFb inhibitor	0%	-4%	-2%	-19%
A549 tox	2%	-1%	15%	-12%
IL-2 act	-1.8	·	1.6	-0.6
HepG2 viability	-6%	-63%	-6%	2%
Nrf2 inh	-17%	-11%	-5%	-19%
S2 tox	i	i	·	i

The order is random; about 4.3% have a hit in one of these screens.
